GPR35 arrestin U2OS: GPR35 antagonists blocking zaprinast-driven arrestin recruitment, primary screen, imaging, U2OS, beta-arrestin-GFP, zaprinast agonist (AID 2058). G-protein coupled receptor 35 (Homo sapiens). U2OS GPR35 beta-arrestin-GFP translocation imaging, zaprinast antagonism; higher % means a stronger effect. inhibition, % at 10 µM; hits with a dose series show IC50 in µM. 290,000 tested, 0.052% active;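 active = inhibition of at least 50% with at least 30 cells and total cytoplasm GFP at most 10,000,000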
Myeloid diff MLP: induction of myeloid progenitor differentiation, primary screen, cell-based, flow cytometry, MLPCN library | AID 624256, 2012 | ER-HoxA9 myeloid progenitors, lysozyme-GFP differentiation | 360,000 tested, 1% active | calls only at 10 µM;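 active = normalized GFP-positive differentiation at or above the plate's own cutoff, the solvent-only control mean plus 3 SD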;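 note: cells exposed to compound for four days before flow analysis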
GPR55 beta-arrestin: GPR55 agonists via beta-arrestin recruitment, primary screen, imaging, U2OS cells, beta-arrestin-GFP redistribution (AID 1961); G-protein coupled receptor 55 (Homo sapiens); U2OS GPR55 beta-arrestin-GFP redistribution imaging; higher % means a stronger effect; activation, % at 10 µM, or EC50 in µM where a hit was titrated; 290,000 tested, 0.048% active;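 active = activation above 40% with more than 50 cells counted in the well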;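 note: U2OS osteosarcoma cells stably expressing GPR55 and beta-arrestin-GFP; plate controls were DMSO negative control for no effect and LPI positive control for full effect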
KOR beta-arrestin-1: KOR antagonists, beta-arrestin recruitment, cell-based, luminescence, uHTS (AID 1778); Kappa-type opioid receptor (Homo sapiens); 290,000 tested, 0.091% active; KOR beta-arrestin recruitment, luminescence, antagonist mode; higher % means a stronger effect; inhibition, % at 10 µM; hits with a dose series show IC50 in µM; note: strong numbers were not always called active
NOD1 inhibition: NOD1 signaling inhibitors, primary screen, cell-based, luminescence, uHTS (AID 1578) | 290,000 tested, 1% active | one-dose inhibition, % at 4 µM; EC50 in µM for titrated hits | NOD1-driven NF-kB luciferase reporter cells, luminescence; higher % means a stronger effect; in the data active = inhibition mostly above about 36%, no sharp cut-off; inactive = mostly below about 34%;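 note: HEK-293T reporter cells stimulated with the NOD1 agonist gamma-tri-DAP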
NOD2 inhibition: NOD2 signaling inhibitors, cell-based, luminescence, uHTS, HEK293 (AID 1566); one-dose inhibition, % at 4 µM; EC50 in µM for titrated hits; HEK293 NOD2/NF-kB luciferase reporter, luminescence; higher % means a stronger effect; 290,000 tested, 0.63% active; note: many of its hits are not listed in these tables
KOR beta-arrestin-2: KOR agonists, beta-arrestin recruitment, primary screen, cell-based, luminescence, uHTS (AID 1777); Kappa-type opioid receptor (Homo sapiens); KOR beta-arrestin recruitment, luminescence; higher % means a stronger effect; one-dose activation, % at 10 µM; EC50 in µM for titrated hits; 280,000 tested, 0.02% active; in the data active = activation above about 50%, passing the limit was not always enough; note: a part of the inactive calls stands beside numbers as strong as those of hits
GPR55 LPI antagonism: GPR55 antagonists blocking LPI-driven arrestin recruitment, primary screen, imaging, U2OS, beta-arrestin-GFP, LPI agonist (AID 2013). G-protein coupled receptor 55 (Homo sapiens). U2OS GPR55 beta-arrestin-GFP translocation imaging, LPI antagonism; higher % means a stronger effect. 290,000 tested, 0.13% active. inhibition, % at 10 µM; hits with a dose series show IC50 in µM;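 active = spots per cell inhibited over 60%, with over 100 cells counted and total cytoplasm intensity under 500,000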;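 note: U2OS cells stably carrying GPR55 and arrestin-GFP stimulated by 5 µM LPI near EC80; imaged beta-arrestin-GFP aggregate spots per cell after agonist stimulation; plate controls were LPI-stimulated DMSO wells for no effect and DMSO wells without LPI for full effect; some results filed as inactive read as strong as hits; confirmed hits need IC50 under 10 µM and bright autofluorescent wells are also inconclusive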
HIV peptide binding: inhibitors of HIV fusion peptide binding, primary screen, biochemical, uHTS, fluorescence dequenching (AID 1986); one-dose inhibition, % at 20 µM; IC50 in µM for titrated hits; cell-free peptide binding, fluorescence dequenching, 30 min; higher % means a stronger effect; 290,000 tested, 0.3% active; in the data active = inhibition mostly above about 52%, no sharp cut-off; inactive = mostly below about 76%; note: some results filed as inactive read as strong as hits
Myeloid diff MLP GFP+ MAC1+ %: further read-out of Myeloid diff MLP, marked with its call; GFP+ MAC1+ double positive, %; measured here: differentiation confirmed by MAC1 staining
The depositor's hits bear a star; i = inactive; / = no result given; [ ] = another dose, or the depositor's remark. Cut-off read from the data, not from the text of the source, unless noted: active = inhibition above about 50%; inactive = the rest. These rows are one share of the data (hit frequency here may not be typical).

SMILES	GPR35 arrestin U2OS	Myeloid diff MLP	Myeloid diff MLP GFP+ MAC1+ %	GPR55 beta-arrestin	KOR beta-arrestin-1	NOD1 inhibition	NOD2 inhibition	KOR beta-arrestin-2	GPR55 LPI antagonism	HIV peptide binding
O=C(c1ccc(Cl)cc1)N1CCC(O)(CSc2ccc(Cl)cc2Cl)CC1	1%	i	0.9	-0.3%	-90%	20%	4%	23%	-11%	-0.2%
CN(CCc1ccccn1)C(=O)CCC1CCCN(C(=O)c2c3c(nn2C)CCCC3)C1 (stereo unspecified)	9%	/	/	0.9%	-10%	-27%	-8%	-2.7%	8%	1.6%
COc1ccc(/C=N/OCC(=O)N=Nc2c(O)[nH]c3ccc(Br)cc23)cc1	-3%	i	0.1	0.0%	9%	-20%	-5%	-0.9%	27%	-0.2%
Cc1cccc(NC(=O)NC(C)C(c2ccccc2)N2CCN(C)CC2)c1 (stereo unspecified)	0%	i	0.5	0.2%	-27%	-11%	8%	-1.5%	-3%	-1.1%
CC1CCc2sc(C(=O)NCCCn3ccnc3)cc2C1 (stereo unspecified)	7%	i	1.3	-0.2%	-2%	-31%	5%	0.7%	9%	0.0%
COC(=O)CCCNS(=O)(=O)c1ccc2ccccc2c1	-17%	i	1.3	-0.3%	1%	-30%	7%	-3.6%	0%	1.5%
Cc1cc(N2CCCC2)nc2ccc(NC(=S)NCCCOC(C)C)cc12	-14%	i	0.6	0.2%	4%	-28%	3%	-2.5%	2%	-2.4%
NC(CSS(=O)(=O)O)=NCCC12CC3CC(CC(O)(C3)C1)C2	6%	i	0.7	-0.3%	20%	-7%	18%	6.7%	4%	-3.1%
Cc1noc(C)c1S(=O)(=O)Nc1ccccc1Oc1ccccc1	5%	i	0.1	-0.4%	5%	1%	6%	-1.7%	5%	-1.0%
Clc1ccccc1-c1nn2c(-c3ccncc3)nnc2s1	21%	i	2.2	0.3%	-8%	64%	34%	-4.2%	-1%	-0.9%
CN(C)c1cc[n+](/C(C(=S)Nc2ccc(SC(F)F)cc2)=C(/[O-])c2ccccc2)cc1	-13%	i	0.6	-0.4%	7%	-17%	19%	4.6%	5%	-1.0%
CN(C)Cc1cccc([N+](=O)[O-])c1O	10%	i	0.2	-0.1%	4%	3%	21%	2.3%	9%	0.2%
COc1ccc(COC(=O)N/N=C/c2cccs2)cc1	-1%	i	0.7	-0.2%	8%	-44%	-18%	-4.5%	0%	-1.2%
Cc1ccc(NC(=O)CN2CCC3(O)CCCCC3C2c2ccc3c(c2)OCO3)c(C)c1 (stereo unspecified)	-9%	i	5.3	0.3%	16%	16%	8%	0.6%	-3%	0.8%
CCCC(C)n1[nH]c(=O)c2c(C)cc(C)nc21 (stereo unspecified)	14%	i	0.6	-0.2%	4%	-9%	22%	-9.2%	-2%	0.0%
CCOC(=O)C1CCN(c2c(NCc3ccc(C(=O)NC4CCCC4)cc3)c(=O)c2=O)CC1	12%	i	2.8	-0.2%	18%	-1%	9%	1.8%	2%	-3.3%
CCc1ccc(S(=O)(=O)N2CCN(c3ccccc3OC)CC2)cc1	3%	i	0.3	-0.3%	-54%[20 µM]	-30%	2%	3.8%	-2%	1.2%
CCNS(=O)(=O)c1ccc(CCC(=O)Nc2ccc(C(=O)OC)cc2)cc1	-9%	i	0.0	-0.1%	14%	32%	-28%	3.5%	-16%	0.4%
CCN(CC)CCCN(Cc1cc2cc(OC)ccc2[nH]c1=O)C(=O)Nc1ccccc1	-6%	/	/	-1.5%	-2%	-3%	12%	6.2%	8%	0.2%
COc1cc(C(=O)Nc2ccc(S(=O)(=O)Nc3cc(C)on3)cc2)cc(OC)c1OC	-3%	i	0.5	0.6%	-4%	-7%	9%	1.6%	0%	1.6%
Cc1cc(NS(=O)(=O)c2ccc(NC(=O)COc3ccccc3C(C)(C)C)cc2)no1	-8%	i	1.3	0.8%	-14%	29%	10%	12%	-4%	23%
Cc1ccc(CNCC(O)(c2ccccc2)c2ccc(Cl)cc2)cc1 (stereo unspecified)	5%	i	0.1	1.2%	2%	-12%	1%	3.8%	25%	-0.9%
Cn1c(=O)c2c(nc(-n3ccnc3)n2Cc2ccccc2)n(C)c1=O	-6%	i	0.0	-0.1%	8%	12%	5%	-0.7%	-5%	-0.9%
CN1/C(=C\C(=O)CSc2nncn2C)C(C)(C)c2ccccc21	19%	i	0.0	-0.1%	-23%	4%	11%	-1.2%	-8%	0.7%
O=C(O)c1nc(N2CCCC2)ncc1Cl	-7%	i	0.9	-0.1%	-3%	0%	4%	-0.1%	2%	0.1%

In another format: entries from further up.
| SMILES | GPR35 arrestin U2OS | Myeloid diff MLP | Myeloid diff MLP GFP+ MAC1+ % | GPR55 beta-arrestin | KOR beta-arrestin-1 | NOD1 inhibition | NOD2 inhibition | KOR beta-arrestin-2 | GPR55 LPI antagonism | HIV peptide binding |
| --- | --- | --- | --- | --- | --- | --- | --- | --- | --- | --- |
| CN(C)Cc1cccc([N+](=O)[O-])c1O | 10% | i | 0.2 | -0.1% | 4% | 3% | 21% | 2.3% | 9% | 0.2% |
| COc1cc(C(=O)Nc2ccc(S(=O)(=O)Nc3cc(C)on3)cc2)cc(OC)c1OC | -3% | i | 0.5 | 0.6% | -4% | -7% | 9% | 1.6% | 0% | 1.6% |

Next part.
SMILES	GPR35 arrestin U2OS	Myeloid diff MLP	Myeloid diff MLP GFP+ MAC1+ %	GPR55 beta-arrestin	KOR beta-arrestin-1	NOD1 inhibition	NOD2 inhibition	KOR beta-arrestin-2	GPR55 LPI antagonism	HIV peptide binding
COC(=O)C(F)(F)Sc1c(C)[nH]c2ccccc12	10%	i	8.5	0.2%	-15%	4%	12%	-3.7%	4%	-0.8%
CC(NC(=O)c1ccncc1)c1ccccc1 (stereo unspecified)	-9%	i	0.8	-0.3%	-31%[20 µM]	-34%	9%	0.5%	-6%	1.8%
CCO[C@@H]1OC(C(=O)N2CCN(Cc3ccc4c(c3)OCO4)CC2)=C[C@H](C)[C@H]1CCCO	-7%	i	0.7	-0.2%	10%	-5%	-16%	/	-4%	-0.5%
COc1ccc(-c2cn3cccnc3n2)cc1NC(=O)c1cccs1	3%	i	0.6	-0.1%	10%	-9%	6%	-2.5%	1%	-1.2%
COC(=O)c1ccc(N=NN2CCCCCC2)cc1	2%	i	0.5	-0.2%	14%	-42%	2%	4.7%	3%	0.6%
COC(=O)/C(=C1/Oc2ccc(C)cc2S1)C(F)(F)F	5%	i	0.4	-0.4%	25%	-42%	-20%	1.8%	2%	-1.8%
Cn1c(Cl)cnc1C(O)c1ccccc1 (stereo unspecified)	2%	i	9.8	0.7%	13%	-13%	17%	1.7%	7%	1.0%
CCN1CCN(CCC(=O)Nc2ccc(F)c(F)c2)CC1	-4%	i	0.2	-0.1%	-13%[20 µM]	-14%	2%	-1.8%	-2%	1.5%
COC(=O)CC1Sc2ccccc2NC1=O (stereo unspecified)	1%	i	0.6	-0.2%	4%	-25%	-6%	0.3%	-2%	1.9%
COc1ccc(C(=O)CCN2CCN(c3ccc(OC)cc3)CC2)cc1	-4%	/	/	0.0%	-29%	3%	-18%	-0.4%	0%	-1.1%
N#Cc1c(/N=C/c2ccc(-c3ccccc3C(=O)O)o2)sc2c1CCCC2	-4%	i	0.3	0.0%	24%	-5%	-122%	1.0%	-12%	4.4%
Cc1ccc2c(C(=O)N3CCN(c4ccccc4)CC3)cc(-c3cccnc3)nc2c1C	-1%	i	0.3	0.2%	-51%[20 µM]	-25%	3%	0.9%	-4%	0.0%
Cc1cccc(OCc2nn[nH]n2)c1C	-6%	i	0.9	0.3%	-34%[20 µM]	4%	14%	-0.7%	8%	-0.4%
Cc1cc(C)c(OCCOCCN2CCNCC2)c(C)c1	-8%	i	1.5	-0.1%	8%	-5%	16%	2.7%	9%	0.2%
CCNC(=S)NNC(=O)c1csc(CC)c1	-1%	i	1.9	-0.4%	-10%	-29%	-18%	0.5%	-1%	2.4%
Cc1c(NC(=S)NC(NC(=O)C(C)C)C(Cl)(Cl)Cl)c(=O)n(-c2ccccc2)n1C (stereo unspecified)	-6%	i	0.5	-0.2%	27%	-34%	8%	1.6%	8%	-0.8%
COc1ccccc1/C=N/NC(=O)c1nnn(-c2nonc2N)c1CN(C)c1ccccc1	1%	i	7.3	-0.1%	15%	-9%	22%	6.2%	24%	0.7%
Cc1ccc(Cl)cc1NC(=S)N(CCN(C)C)C(C)c1ccccn1 (stereo unspecified)	-7%	i	0.4	0.5%	-8%	0%	11%	-3.2%	6%	1.6%
O=C(OCC#CCSc1nc2ccccc2o1)c1cc2ccccc2o1	7%	i	0.9	-0.5%	0%	-35%	-6%	-8.5%	-3%	-2.0%
CN1CCN(C(=O)C2=C[C@H](c3csc4ccccc34)C[C@H](OCCCCO)O2)CC1	-21%	i	0.5	0.1%	-16%	-7%	4%	2.1%	-3%	0.5%
Cc1c([C@H]2[C@@H](CC#N)C2(C)C)c2ccccc2n1C	11%	i	0.3	0.1%	11%	/	16%	-0.9%	0%	-0.1%
O=C(N/N=C/c1c(Cl)cccc1Cl)C(=O)NC1CC1	-4%	i	0.2	0.1%	-16%	-40%	0%	-3.8%	-7%	-0.6%
O=C(Nc1cnccn1)C1c2ccccc2Oc2ccccc21	9%	i	1.2	-0.2%	33%	-16%	-1%	-4.2%	6%	-1.5%
Cc1c(NC2=NC3(CCCCC3)Cc3ccccc32)c(=O)n(-c2ccccc2)n1C	-2%	i	1.2	-0.1%	-32%	2%	21%	-0.2%	0%	-1.6%
CC(C)CN1CCNC(=O)C1CC(=O)NCCc1cnn(-c2ccccc2)c1 (stereo unspecified)	-10%	i	0.0	-0.1%	-13%	-12%	10%	-4.0%	5%	-0.4%
COc1ccc(CN2CC(C(=O)NCCCN3CCCC(C)C3)CC2=O)cc1 (stereo unspecified)	5%	i	4.6	-0.2%	14%	-23%	4%	0.2%	-1%	0.8%

Look-ups from the entries so far.
NOD2 inhibition with O=C(OCC#CCSc1nc2ccccc2o1)c1cc2ccccc2o1 stands at -6%
GPR35 arrestin U2OS with COc1ccccc1/C=N/NC(=O)c1nnn(-c2nonc2N)c1CN(C)c1ccccc1 stands at 1%
GPR55 beta-arrestin with Cc1c([C@H]2[C@@H](CC#N)C2(C)C)c2ccccc2n1C stands at 0.1%
KOR beta-arrestin-2 with COc1ccc(CN2CC(C(=O)NCCCN3CCCC(C)C3)CC2=O)cc1 (stereo unspecified) stands at 0.2%
NOD1 inhibition with CCO[C@@H]1OC(C(=O)N2CCN(Cc3ccc4c(c3)OCO4)CC2)=C[C@H](C)[C@H]1CCCO stands at -5%
